EPAC2 antag = antagonists of human EPAC2; Q8WZA2; EPAC2 GEF exchange of Rap1B-BODIPY-GDP, fluorescence; Potency, µM (highest dose often 114 µM), inactives show at the top dose activity, negative = inhibition, actives largely listed as inhibitors; hit rate 0.18% among 360,000; further: potency means the concentration at half of the fitted maximal effect; on the % scale 0 is the no-effect control and ±100 the full control effect; nearly all actives have a fitted effect of over 45% in size; many of its hits are not listed in these tables
Mm-Cpn inhibitor = blocks the Methanococcus maripaludis chaperonin Mm-Cpn. purified Mm-Cpn ATPase, ADP Transcreener TR-FRET. Potency, µM (series often up to 76.9 µM), inactives show top-dose activity, negative = inhibition, hits mostly inhibitors. hit rate 0.031% among 330,000. AID 504842; further: potency means the concentration at half of the fitted maximal effect; on the % scale 0 is the no-effect control and ±100 the full control effect; nearly all actives have a fitted effect of over 80% in size
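TR-FRET (320 nm excitation; 590 and 665 nm emission) reports ADP made from 10 uM ATP by 25 nM enzyme; compounds were preincubated 10 min, reaction run 30 min, both at 37°C.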
WRN inhibitor = inhibitors of human WRN helicase; WRN helicase unwinding, fluorescent forked duplex, kinetic; Potency, µM (highest dose often 114 µM), for the others: at the highest dose activity change, negative = inhibition, most hits filed as inhibitors; hit rate 0.46% among 360,000; further: potency means the concentration at half of the fitted maximal effect; on the % scale 0 is the no-effect control and ±100 the full control effect; nearly all actives have a fitted effect of over 55% in size
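WRN at 20 nM final preincubated with compound 15 min at room temperature; reaction started with 100 nM fluorophore/quencher forked duplex oligonucleotide and 2 mM ATP final. Unwinding followed kinetically by red fluorescence (ex 525, em 598 nm).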
EPAC1 antag = EPAC1 (human) antagonism; O95398; AID 720709; EPAC1 GEF assay, Rap1b-BODIPY-GDP exchange fluorescence; Potency, µM (doses to about 115 µM), without a hit: at the highest dose activity change, negative = inhibition, actives largely listed as inhibitors; hit rate 0.14% among 360,000;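 further: potency means the concentration at half of the fitted maximal effect; plate controls were vehicle for no effect and positive control for full effect; nearly all actives have a fitted effect of over 50% in size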
CCT modulator = modulators of cytosolic chaperonin (CCT/TRiC) activity. purified chaperonin ATPase assay, HTRF ADP detection, 30 min. activity change, % (no concentration beside the values), hits read low. hit rate 0.3% among 360,000; in the data active means activity change below about -30%; further: on the % scale 0 is the no-effect control and ±100 the full control effect
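Enzyme 40 or 20 nM (batch-dependent) in Tris pH 7.4/KCl/MgCl2/DTT; cpd 76 uM single point; ATP 10 uM; 30 min 37 °C; Transcreener ADP HTRF detection, 30 min RT; ratio 665/615.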
PLK1 PBD inh = blocks phosphopeptide binding to human PLK1 polo-box domain | P53350 | Plk1 PBD binding of FITC phosphopeptide, fluorescence polarization | Potency, µM, inactives show max response, negative = inhibition, usual class: inhibitors | hit rate 2.8% among 360,000; further: potency means the concentration at half of the fitted maximal effect; series mostly up to about 57 µM; on the % scale 0 is the no-effect control and ±100 the full control effect; nearly all actives have a fitted effect of over 65% in size
Target sequence (P53350 whole entry, looked up, the tested form may be a part): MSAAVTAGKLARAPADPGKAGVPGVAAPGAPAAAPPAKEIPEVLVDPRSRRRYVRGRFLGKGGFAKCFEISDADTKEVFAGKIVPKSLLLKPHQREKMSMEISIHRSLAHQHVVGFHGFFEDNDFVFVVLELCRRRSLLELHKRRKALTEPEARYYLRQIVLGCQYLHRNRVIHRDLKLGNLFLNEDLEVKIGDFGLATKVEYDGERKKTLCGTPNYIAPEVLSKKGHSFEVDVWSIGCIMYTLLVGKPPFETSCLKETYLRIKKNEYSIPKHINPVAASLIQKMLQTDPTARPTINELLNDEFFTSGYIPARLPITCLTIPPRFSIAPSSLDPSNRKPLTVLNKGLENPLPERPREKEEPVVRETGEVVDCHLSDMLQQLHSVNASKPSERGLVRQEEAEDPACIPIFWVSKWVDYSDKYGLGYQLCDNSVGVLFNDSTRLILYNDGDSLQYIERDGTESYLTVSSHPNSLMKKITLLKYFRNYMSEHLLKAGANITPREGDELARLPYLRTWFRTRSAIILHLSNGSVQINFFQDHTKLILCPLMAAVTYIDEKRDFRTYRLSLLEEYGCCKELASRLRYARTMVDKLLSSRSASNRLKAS
EPAC1 agonist = agonists of human EPAC1. Potency, µM (doses to about 154 µM), for inactives: top-dose activation, most hits filed as activators. EPAC1 agonist qHTS, biochemical assay; response scale: 100% = response to 6.5 mM cAMP. hit rate 0.073% among 360,000. O95398; further: potency means the concentration at half of the fitted maximal effect; nearly all actives have a fitted effect of over 60% in size
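Fluorescent GDP-exchange assay: 100 nM EPAC1 with 250 nM Rap1B preloaded with BODIPY-GDP and 50 uM GDP; compounds tested as concentration series, 5 min at room temperature, then read every 5 min for 30 min (ex 480/em 540 nm); normalized to 6.5 mM cAMP.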
PI5P4Ka inh = blocks human PI5P4K alpha kinase activity; P48426; PI5P4Kalpha enzyme, ADP-Glo luminescence, 60 min; hits give low values; max response, %; hit rate 1.2% among 330,000; AID 652105; active means max response of -50% or lower; inconclusive means between -30% and -50%; inactive means -30% or higher; further: value at the top dose of about 77 µM; on the % scale 0 is the no-effect control and ±100 the full control effect
Target sequence (P48426 whole entry, looked up): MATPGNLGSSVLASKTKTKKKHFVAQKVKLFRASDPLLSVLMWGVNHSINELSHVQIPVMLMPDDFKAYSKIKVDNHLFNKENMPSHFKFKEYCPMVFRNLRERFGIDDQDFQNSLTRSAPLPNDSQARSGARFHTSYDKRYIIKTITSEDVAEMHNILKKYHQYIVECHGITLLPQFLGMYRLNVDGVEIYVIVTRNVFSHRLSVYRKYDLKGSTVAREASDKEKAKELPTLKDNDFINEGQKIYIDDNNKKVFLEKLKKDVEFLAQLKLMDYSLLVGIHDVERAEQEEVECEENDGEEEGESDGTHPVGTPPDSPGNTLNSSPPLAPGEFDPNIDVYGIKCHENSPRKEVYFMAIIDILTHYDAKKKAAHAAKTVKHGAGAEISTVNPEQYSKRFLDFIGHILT
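qHTS, 1536-well: enzyme/substrate mix, compound by pin tool, 5 microM ATP final; RT 60 min; ADP-Glo reagents 1 (45 min) then 2 (30 min); luminescence.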
Starred values were filed as active, the others as inactive; ? = inconclusive; · = no result given; [ ] = remark or other dose. Unless noted, the call rests on the fitted dose curve; in most records, active means well fitted curve in the direction sought with a large enough effect; inconclusive means small, poorly fitted or top-dose-only effect, or another doubt; inactive means no such curve, though single readings can be large; an effect the other way counts as inactive or inconclusive. A portion of the library. The share of hits here may be higher or lower than overall.

Every second line gives: EPAC2 antag	Mm-Cpn inhibitor	WRN inhibitor	EPAC1 antag	CCT modulator	PLK1 PBD inh	EPAC1 agonist	PI5P4Ka inh
Cc1ccc(C(=O)CSc2ccccn2)cc1
  -8%	-1%	-4%	2%	-0.8	19µM*	5%	2
CC1(C(=O)NCC2CC2)CCN1C(=O)C1(c2ccc(Cl)cc2)CC1 (stereo not drawn)
  0%	·	0%	11%	-2.6	-7%	-4%	4
O=C(Nc1ccccc1N1CCN(c2ccccc2)CC1)c1cccc(F)c1
  3%	-2%	0%	-5%	-1.9	-4%	0%	1
O=C(NCC1CCN(Cc2ccccc2F)CC1)Nc1cc(F)ccc1F
  2%	2%	4%	-5%	-1.3	3%	5%	3
CC(=O)Nc1cccc(Oc2nc(NCCN(C)C)nc3ccsc23)c1
  -3%	·	11%	5%	-1.1	-3%	-10%	-3
CC1(C)NC(=O)N(CC(=O)N2CCC(Cc3ccccc3)CC2)C1=O
  2%	2%	-2%	-4%	-3.2	3%	7%	-3
Cc1ccc(CNC(=O)CSc2nc3ccsc3c(=O)n2NC(=O)c2ccccc2)cc1
  -1%	0%	-8%	20%	-0.9	-8%	2%	·
O=C(NC1CCCCC1)C(c1ccncc1)N(C(=O)Cc1cccs1)c1ccccc1 (stereo not drawn)
  11%	0%	3%[57.1 µM]	-9%	0.3	-8%	-4%	-3
O=C(NCCCN1CCOCC1)c1ccc2ccccc2c1
  0%	1%	-6%	-12%	-2.2	-7%	-19%	7
CCN(CC(=O)NCc1cccs1)S(=O)(=O)c1ccccc1Cl
  -1%	2%	-31%	0%	-4.7	-7%	-7%	-3

The list goes on (two carried over from the part before).
Every second line gives: EPAC2 antag	Mm-Cpn inhibitor	WRN inhibitor	EPAC1 antag	CCT modulator	PLK1 PBD inh	EPAC1 agonist	PI5P4Ka inh
O=C(NCCCN1CCOCC1)c1ccc2ccccc2c1
  0%	1%	-6%	-12%	-2.2	-7%	-19%	7
CCN(CC(=O)NCc1cccs1)S(=O)(=O)c1ccccc1Cl
  -1%	2%	-31%	0%	-4.7	-7%	-7%	-3
COC(=O)c1ccc(C)c(NC(=O)CSc2nc3[nH]c(=O)cc(O)c3s2)c1
  1%	-12%	-5%	?	-0.1	-13%	3%	-1
COCCn1nnnc1C1(N(Cc2cc3cc(C)ccc3[nH]c2=O)CC2CCCO2)CCN(C)CC1 (stereo not drawn)
  0%	-2%	9%	10%	-0.8	-4%	3%	-1
CCOC(=O)c1[nH]c(C)c(C(=O)c2cc(F)ccc2F)c1C
  -4%	-5%	-6%	-4%	0.5	-7%	3%	·
CCn1c(SCC(=O)N/N=C/c2ccc(C)o2)nnc1-c1ccc(C(C)(C)C)cc1
  -2%	0%	-35%[57.1 µM]	-20%	-2.9	-6%	5%	-5
CCOC(=O)c1ccc(NC(=O)COc2ccc(S(=O)(=O)N3CCCC3)cc2)cc1
  -6%	-1%	-2%[57.1 µM]	-7%	-7.0	-4%	11%	·
CCC(=O)Nc1ccc2c(c1)ncn2-c1ccccc1
  7%	-3%	6%	10%	-2.4	-3%	-4%	·
COc1ccc(Cl)cc1C(=O)Nc1ccccc1N1CCN(C)CC1
  -9%	1%	-3%	-27%	-2.2	-9%	-8%	1
O=C(COC(=O)C1CC(=O)N(Cc2ccco2)C1)Nc1ccc(F)cc1F (stereo not drawn)
  9%	-11%	0%	3%	-0.6	3%	-8%	1
O=C(c1cccc(S(=O)(=O)N2CCCC2)c1)N1CCCc2ccccc21
  4%	-1%	-8%	10%	-0.6	5%	-11%	-2
COC(=O)Cn1c(N2CCCC2)nc2c1c(=O)n(C)c(=O)n2C
  -2%	-10%	1%	10%	-3.0	3%	15%	-1
COc1cc(NC(=O)C2(C)CCCN2C)cc(OC)c1OC (stereo not drawn)
  2%	·	-5%	7%	1.1	-12%	6%	5
Cc1ccc(OS(=O)(=O)c2cn(C)c(=O)n(C)c2=O)cc1C
  5%	-5%	-6%	6%	1.6	0%	8%	-6
O=C(Nc1cccc(C(F)(F)F)c1)c1cccc(NS(=O)(=O)c2ccc(Br)c(C(=O)O)c2)c1
  -5%	1%	-8%	-26%	1.6	2%	7%	0
O=C(Cc1ccc(NC(=O)C2CCN(C(=O)C3CCCC3)CC2)cc1)Nc1cccc(C(=O)N2CCCCC2)c1
  3%	·	-1%	6%	-1.4	3%	2%	-1
Cc1ccc(-c2nc(SCC(=O)Nc3cc(C)on3)c3c(=O)n(C)c(=O)n(C)c3n2)cc1
  -5%	-2%	-23%	-13%	-2.8	-8%	4%	0
O=C(CN1CC(=O)Oc2ccccc21)OCC(=O)c1ccc(F)cc1
  17%	-1%	-33%	6%	1.9	-14%	-6%	1
C/C(=N\NC(=O)c1ccccc1)c1nc2ccccc2n1C
  -3%	0%	-5%	10%	0.7	0%	3%	7
COc1ccc2nc(NC(=O)C3CCN(S(=O)(=O)c4cccnc4)CC3)sc2c1
  8%	-3%	-6%	-26%	-1.1	-22%	-15%	-3
O/N=C/c1ccnc(SCc2ccccc2)n1
  -4%	0%	-7%	-22%	0.4	-5%	-2%	5
C=CCn1c(C)cc(C(=O)COC(=O)C2CC(=O)N(CCc3ccc(OC)c(OC)c3)C2)c1C (stereo not drawn)
  13%	0%	12%	2%	0.3	-1%	-5%	1
CC1CN(C(=O)Nc2ccc(F)cc2)C2(CCCCCC2)O1 (stereo not drawn)
  2%[57.1 µM]	0%	6%	13%	0.0	-15%	-7%	-2
Cc1cc(C(=O)COC(=O)CN(C)S(=O)(=O)c2ccc(Cl)cc2)c(C)n1CC1CCCO1 (stereo not drawn)
  -2%	2%	-1%	1%	-0.7	2%	-2%	-5
N#CCCN(Cc1ccccc1)C(=O)Nc1ccc2c(c1)CCO2
  5%	0%	6%	1%	0.6	-8%	12%	1
CCOC(=O)CSc1nnc(CNC(=O)c2cccs2)n1-c1cccc(C)c1
  12%	0%	9%	10%	-1.5	-7%	2%	·
O=C(c1ccc(C(=O)N2CCCc3ccccc32)s1)N1CCCc2ccccc21
  -1%	0%	-5%	13%	-0.6	-2%	6%	·
Cc1ccccc1C(=O)N1CCC(C(=O)Nc2ccccc2Cl)CC1
  7%	-2%	-16%	-9%	-1.4	4%	5%	6
O=C(Nc1ccon1)c1cnc2sccn2c1=O
  0%	-2%	-13%	6%	-0.6	-13%	7%	-4
CCN(CCO)c1ccc(NC(=S)Nc2cccc(S(=O)(=O)N(C)C)c2)cc1
  1%	-6%	-10%[11.6 µM]	-21%	-3.3	27µM*	7%	-11
Cc1c(/C=N/Nc2ccc(F)cc2)c(O)n(C)c(=O)c1C#N
  -9%[57.1 µM]	2%	-8%	-18%	-0.4	19µM*	8%	?
CC(=O)c1ccc(OC(C)C)c(CSC(=N)N)c1
  3%	2%	1%	-4%	0.2	-6%	2%	3
CC1CCCC(C)N1C(=O)COC(=O)c1cccnc1Cl (stereo not drawn)
  -10%	-6%	-8%	-24%	0.3	-6%	4%	4
O=C(NCc1ccco1)c1cccc(N2CCCC2=O)c1
  -1%	1%	2%	-7%	1.1	-1%	1%	-4
Cc1nnc2n1N=C(c1ccc3c(c1)NC(=O)CO3)CS2
  1%	2%	-1%	-9%	0.6	?	-22%	2
Cc1cc(C)c(OCCN2CC(C)OC(C)C2)c(Br)c1 (stereo not drawn)
  2%	-1%	8%[57.1 µM]	-24%	-1.3	-8%	-3%	4
CC1(C(=O)NCc2ccccc2)CSCC(=O)N1C1CC1 (stereo not drawn)
  ?	·	-5%	-24%	·	-11%	5%	0
S=C1SCN(Cc2cccnc2)CN1Cc1ccccc1
  8%	-1%	-16%	12%	0.2	-2%	-3%	0
Nc1nc(NCc2ccco2)nc(N2CCCC2)c1[N+](=O)[O-]
  ?	-4%	-2%	5%	0.8	-2%	2%	4
CCN(C(=O)COC(=O)c1cc(S(=O)(=O)N(C)C)ccc1Cl)C1CCS(=O)(=O)C1 (stereo not drawn)
  10%	2%	9%	-12%	-2.4	-10%	11%	-3
CC(C)CNC(=O)COC(=O)c1cncc(Br)c1
  22%	-18%	13%	16%	-1.8	-6%	4%	·
Cc1nc(SC2CC(=O)N(c3ccccc3)C2=O)nc2c1CCCC2 (stereo not drawn)
  -1%	1%	-7%	-8%	-1.1	-13%	7%	·
O=C(O)c1ccc(-n2cccn2)nc1
  -1%	0%	4%	29%	-0.1	-11%	6%	-2
C=CCSC(=S)NC1CCS(=O)(=O)C1 (stereo not drawn)
  6%	0%	-9%	-1%	-2.2	?	2%	10
O=C(COC(=O)c1cccnc1Cl)Nc1cc(S(=O)(=O)N2CCOCC2)ccc1Cl
  -27%	1%	-3%	-8%	-1.5	-10%	9%	0
COc1ccc(OC)c(NC(=O)Cc2csc(NC(=O)Nc3ccccc3OC)n2)c1
  -24%	-4%	-8%	-11%	-1.2	-11%	2%	3
OCC[C@H]1C[C@H](O)[C@@H](O)[C@]2(Cc3ccccc3O2)O1
  7%	1%	0%	10%	-1.5	4%	-2%	0
Cc1cccc(C(=O)NNC2=CC(=O)CC(C)(C)C2)c1O
  -1%	1%	-5%	-2%	1.3	2%	16%	0
CCC(C)(C)NC(=O)C(c1ccccn1)N(C(=O)c1csnn1)c1ccc(C)c(C)c1 (stereo not drawn)
  -4%	1%	-5%	-28%	0.1	-2%	3%	2
COc1cccc(-c2ccc(=O)n(CC(=O)NCCN3CCOCC3)n2)c1
  -3%	-1%	5%	5%	-3.6	-9%	7%	·
CC(C)CCN(C(=O)c1csnn1)C(C(=O)NC1CCCC1)c1ccc(F)cc1 (stereo not drawn)
  -23%	-1%	-6%	-29%	1.9	2%	-3%	2
Cc1n[nH]c(=O)c2c(NC(=O)CSc3nc4ccccc4c(=O)n3CCCOC(C)C)oc(C)c12
  -2%	0%	-1%	-15%	-1.9	4%	-3%	-3

Next section
Every second line gives: EPAC2 antag	Mm-Cpn inhibitor	WRN inhibitor	EPAC1 antag	CCT modulator	PLK1 PBD inh	EPAC1 agonist	PI5P4Ka inh
CC(CNC(=O)CCc1ccccc1)NC(=O)CCc1ccccc1 (stereo not drawn)
  2%	·	9%	7%	-1.2	-8%	-2%	-1
O=C(O)c1ccccc1C(=O)Nc1ccc(Br)c2cccnc12
  2%	-1%	6%	-4%	1.7	-6%	-4%	3
CCCOc1ccc(NC(=O)CC2Nc3ccccc3NC2=O)cc1 (stereo not drawn)
  -4%	2%	-6%	-21%	-0.6	-8%	3%	0
CCOc1ccc(CNC(=O)Nc2ccccc2)cc1
  -13%	1%	3%	-17%	-2.6	2%	9%	2

Screening results from PubChem.
